MOR-DOR inv ag – inverse agonist of human OPRM1-OPRD1 heterodimerization | P35372+P41143 | cell-based MOR-DOR heterodimer luminescence, inverse agonism | inhibition, % at 9.3 µM | actives 0.21% (n = 340,000); in the data active means inhibition above about 22%, passing the limit was not always enough;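 further: 0% = cells with DMSO and 100% = wells without cells with DMSO; values of inactives mirror those of a sister screen read the other way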
Target sequence (P35372 whole entry, looked up): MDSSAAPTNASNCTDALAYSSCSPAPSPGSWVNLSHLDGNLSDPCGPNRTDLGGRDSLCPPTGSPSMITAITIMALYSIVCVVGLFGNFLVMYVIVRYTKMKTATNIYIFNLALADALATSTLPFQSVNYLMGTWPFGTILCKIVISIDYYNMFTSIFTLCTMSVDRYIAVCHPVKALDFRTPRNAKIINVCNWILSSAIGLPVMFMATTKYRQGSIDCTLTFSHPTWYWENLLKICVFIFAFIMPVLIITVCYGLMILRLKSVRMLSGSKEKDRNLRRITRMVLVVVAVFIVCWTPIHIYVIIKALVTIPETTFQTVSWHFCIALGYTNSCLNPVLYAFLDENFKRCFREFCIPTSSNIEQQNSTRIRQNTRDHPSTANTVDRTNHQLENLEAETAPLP
Target sequence (P41143 whole entry, looked up): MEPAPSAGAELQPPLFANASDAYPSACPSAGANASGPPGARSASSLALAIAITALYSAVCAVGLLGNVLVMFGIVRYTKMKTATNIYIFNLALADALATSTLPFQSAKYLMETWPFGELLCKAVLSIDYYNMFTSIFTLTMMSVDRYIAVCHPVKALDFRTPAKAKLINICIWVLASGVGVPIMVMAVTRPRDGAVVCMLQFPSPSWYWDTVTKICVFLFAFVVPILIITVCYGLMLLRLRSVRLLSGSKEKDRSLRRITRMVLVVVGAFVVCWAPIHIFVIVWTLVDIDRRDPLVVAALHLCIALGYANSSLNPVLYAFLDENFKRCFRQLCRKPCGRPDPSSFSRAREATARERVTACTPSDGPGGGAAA
Wnt bcat act – Wnt/beta-catenin pathway activation; Wnt/beta-catenin reporter cell assay, activator, plate reader; actives 1.2% (n = 300,000); activation, % at 9.35 µM; AID 743398; in the data active means activation above about 30%, passing the limit was not always enough;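 further: 0% = neutral control wells and 100% = positive control wells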
Keap1 Nrf2 FP – disrupts human Keap1 binding to Nrf2 peptide | Keap1 Kelch-Nrf2 peptide fluorescence polarization, 1536-well | inhibition, % at 9.4 µM | actives 0.15% (n = 340,000) | AID 504523; in the data active means inhibition above about 12%;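 further: human Keap1 Kelch domain with fluorescein labeled Nrf2 9mer peptide probe; 0% = neutral control wells and 100% = peptide positive control; higher means more block of Keap1 binding to Nrf2 peptide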
LANA DNA inh – blocks KSHV LANA C-terminal domain binding to DNA; MBP-C-LANA/FAM-LBS DNA binding, fluorescence polarization; inhibition, % at 9 µM; actives 0.078% (n = 340,000); AID 504423;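 active means highest replicate inhibition at or above 60% at 9 µM, even if other replicates fall short; inactive means all replicates below 60% inhibition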;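 further: 0% = neutral control wells and 100% = 4 µM acridine orange control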
Pemphigus Ab inh – human desmoglein-3 autoantibody binding inhibition. actives 0.48% (n = 310,000). P32926. AID 588358. binding (percent of control), % at 10 µM. DSG3-coupled beads, scFv-anti-DSG3-GFP binding, flow cytometry; stronger effect = lower value;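 active means binding more than 3 SD below its plate's average and above zero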;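 further: hits lower antibody fragment binding to DSG3; some compounds called inactive have numbers as strong as hits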
V-ATPase pH – regulators of yeast V-ATPase proton transport; S. cerevisiae, pHLuorin cytosolic pH fluorescence; response, % at 10 µM; actives 0.37% (n = 350,000); in the data active means response mostly above about 7.3%, no sharp cut-off; inactive means mostly below about 5.4%; further: actives read high; inactives centre near 0; some compounds called inactive have numbers as strong as hits; reference of the scale not given here
Cardiac RTF inh – cardiac RTF calcium desensitization. inhibition, % at 7.15 µM. IANBD-labeled cardiac RTF, Ca2+ fluorescence. P19429+P45379. actives 0.12% (n = 340,000). AID 493244;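 active means inhibition above the mean inhibition of all tested compounds plus 3 SD, cut at about 17% in these data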;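 further: assay run at fixed EC70 calcium of 1.6 mM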
MOR-DOR ag – OPRM1-OPRD1 heterodimerization agonism; P35372+P41143; cells, luminescence; activation, % at 9.3 µM; actives 0.3% (n = 340,000); AID 504326; in the data active means activation above about 18%;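 further: 0% = vehicle-treated cells and 100% = reference agonist; values of inactives mirror those of a sister screen read the other way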
Arr AP2 block – human beta-arrestin and AP2 interaction inhibition | FITC-arrestin peptide / GST-AP2 beads, flow cytometry; AP2 beta2 appendage carries R879A mutation | inhibition, % at 10 µM | actives 0.31% (n = 340,000) | AID 504490;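 active means inhibition above a set limit, near 3 SD of compounds lacking own fluorescence, cut at about 54% in these data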;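 further: plate controls were DMSO wells for no effect and 5 µM unlabelled arrestin peptide for full effect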
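system = GST-tagged AP2 beta2-adaptin appendage (R879A) on 4 µm glutathione beads | reagent = FITC-labelled arrestin peptide probe, 50 nM final | schedule = compound with beads 12 min RT, then probe 1 h RT | signal = HyperCyt-sampled flow cytometry, FL1 channel, ex 488/em 535 nm | read-out = percent response from loss of bead-bound FITC fluorescence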
cardiac RTF act – increases calcium sensitivity of human cardiac regulated thin filaments | P19429+P45379 | IANBD-labeled TnC RTF fluorescence at EC20 calcium; 0% EC20 calcium, 100% full calcium | activation, % at 7.2 µM | actives 0.24% (n = 340,000) | AID 493008;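 active means activation above the mean over all tested compounds plus 3 SD, cut at about 30% in these data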;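 further: rise in fluorescence read as greater calcium sensitivity of cardiac thin filaments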
* = called active by the depositor; x = not tested or not shown.

SMILES	MOR-DOR inv ag	Wnt bcat act	Keap1 Nrf2 FP	LANA DNA inh	Pemphigus Ab inh	V-ATPase pH	Cardiac RTF inh	MOR-DOR ag	Arr AP2 block	cardiac RTF act
Nc1nnnn1/N=C\c1ccc(Cl)c([N+](=O)[O-])c1	-19	-3	-1	-1.3	99	4	-7	3.5	7	2
CCOc1ccc(N(CC(=O)NC2CCCCC2)S(=O)(=O)c2ccccc2)cc1	-2	-1	-2	-0.6	x	-6	-3	0.3	9	0
COc1cc(OC)c(OC)cc1/C=N/NC(=S)NCCN1CCOCC1	14	0	-7	-1.2	104	-7	-6	-2.6	-7	9
CCOc1ccccc1-c1nnc(SCC(=O)NC2CC3CCC2C3)n1CC (centres undefined)	18	-2	-5	-1.4	103	-5	-11	-3.2	-13	-5
CC1=NCCN1S(=O)(=O)c1ccc(Br)c(C)c1	4	-8	-1	-1.3	105	-3	-3	-0.7	5	8
C[C@H](NC(=O)[C@H]1N2C(=O)c3ccccc3C2SC1(C)C)C(=O)N1CCN(C)CC1 (some centres undefined)	-3	1	-4	-0.6	98	5	-1	0.7	6	6
CCNCc1cc(OCC)c(OCC(=O)NCCc2ccccc2)cc1Cl	-98	-3	-2	-0.3	104	3	-2	17	0	5
O=[N+]([O-])c1ccc(OCCn2cnc3ccccc32)cc1	8	2	-5	3.0	103	-2	-17	-1.5	-5	2
Cc1cccc(N(CC(=O)NCc2ccco2)C(=O)CCC(=O)Nc2nccs2)c1C	-7	1	1	0.0	x	-1	-1	0.9	-3	2
CCCCNC(=O)c1onc(CSc2ccc(C(C)C)cc2)c1C(=O)O	9	2	-1	1.1	88	0	-6	-1.6	24	-2
CC(C)(C)c1ccc(C(=S)N2CCN(c3ccccc3)CC2)cc1	0	3	-4	-0.4	116	1	1	0.1	-2	6
COc1c2c(nc3ccccc13)OC(C(C)(O)CO)C2 (centres undefined)	10	-1	-4	0.6	95	-2	4	-1.7	3	5
CC(C)N(Cc1ccccc1)C(=O)COc1ccccc1	-1	0	-4	3.5	109	1	-10	0.3	20	7
COc1ccc(C(=O)Nn2c(SCC(=O)NCc3ccco3)nc3ccccc3c2=O)cc1	2	x	-7	-0.4	108	-1	-4	-0.2	-11	3
O=C(NCCc1ccccc1F)C(=O)Nc1nccs1	10	37*	-4	-1.1	x	-3	-5	-1.7	6	0
O=c1[nH][nH]c(-c2ccccc2)c1-c1ccccc1	15	-1	-2	-0.1	91	-3	5	-2.8	9	3
Cc1cc(C)c(OCC(=O)Nc2nc3ccccc3[nH]2)c(C)c1	-13	0	3	x	106	9.7*	-8	2.6	56*	2
O=C(Cc1cccc([N+](=O)[O-])c1)Nc1ccc(C(=O)N2CCCCC2)cc1	8	-2	0	1.7	97	1	-8	-1.4	-6	3
Cc1cc(C)nc(N2C(=O)CC(C(C)c3ccccc3)C2=O)n1 (centres undefined)	3	-2	-2	1.2	104	-1	11	-0.6	1	8
Cc1cc(C)c(NC(=O)CNC(=O)COC(=O)Cc2cccs2)c(C)c1	2	2	-4	-1.3	97	-1	-7	-0.3	-1	0
Cc1cc(C)cc(NC(=S)N(CCN2CCCCC2)Cc2ccco2)c1	6	-1	2	0.5	108	2	4	-1.2	30	4
COc1ccc(CNC(=O)C2CCCN(S(=O)(=O)N3CCC(C)CC3)C2)c(OC)c1 (centres undefined)	8	0	-5	0.0	106	1	2	-1.6	-9	0
CSc1ncc(C(=O)Nc2cccc(C)c2C)c(C)n1	9	0	2	0.1	97	-2	-6	-2.0	49	-1
O=C(COC(=O)c1cc(S(=O)(=O)N2CCOCC2)ccc1Cl)NCc1ccccc1	0	-3	-3	0.2	103	4	1	0.0	-3	-5
CC1(C)Cc2c(c(-c3ccccc3)nc3[nH][nH]c(=O)c23)CO1	7	1	1	0.5	109	1	0	-1.4	33	0
Further entries.
SMILES	MOR-DOR inv ag	Wnt bcat act	Keap1 Nrf2 FP	LANA DNA inh	Pemphigus Ab inh	V-ATPase pH	Cardiac RTF inh	MOR-DOR ag	Arr AP2 block	cardiac RTF act
CC(/C=N/NC(=O)c1cc(-c2cccn2C)n[nH]1)=C\c1ccccc1	x	1	2	-1.3	99	4	x	x	5	x
ClC(/C=N/n1cnnc1)=C/c1ccccc1	13	5	-2	1.8	110	3	-1	-2.5	39	2
CN1CCN(C(=O)c2cnn(-c3ccccc3)c2NC(=O)c2ccccc2Cl)CC1	16	-1	-4	0.7	102	-1	-4	-2.9	-1	-1
CS(=O)(=O)O/N=C1\CCCCC1c1ccc([N+](=O)[O-])cc1[N+](=O)[O-] (centres undefined)	-12	2	1	-2.8	98	-1	1	2.7	11	3
Cc1noc(C)c1CSc1nnc(-c2ccncc2)n1-c1cccc(Cl)c1C	18	-2	-1	0.9	x	7	-1	-3.0	1	-4
Cc1cc(Oc2ccc(OCC(N)=O)nn2)nc(Cl)n1	27	-2	0	-0.6	99	-1	9	-5.5	5	2
Cc1ccc(N2C(=O)CC(Sc3ncccn3)C2=O)cc1C (centres undefined)	10	-2	-4	1.3	100	-3	-6	-2.1	15	1
Fc1ccc2c(c1)c1n[nH]c(=S)nc1n2CCc1ccccc1	8	3	0	0.4	93	0	-7	-1.4	-1	-3
C/C(=N\NC(=O)c1ccc(Cl)cc1)c1cccs1	7	26	-5	-0.3	x	12*	-2	-1.5	8	5
COCCCn1c(SCC(=O)Nc2oc(C)c3c(C)n[nH]c(=O)c23)nc2sc3c(c2c1=O)CCC3	8	-2	-2	0.9	91	0	5	-1.1	0	-13
CC1(c2ccccc2)NC(=O)N(CC(=O)Nc2cccc(C#N)c2)C1=O (centres undefined)	14	-6	2	2.2	x	0	10	-2.3	-6	-5
Nc1ccc(Cl)c(S(=O)(=O)Nc2cccc(Cl)c2)c1	13	-1	-9	-1.2	105	2	-3	-2.5	4	4
C=CCN1C(=O)c2ccc(C(=O)OCC(=O)N(C)C3CCCCC3)cc2C1=O	14	0	-1	0.7	118	6	0	-3.0	51	-4
COc1ccc(C2C(C(=O)O)CC(=O)N2c2ccc(OC)cc2)cc1 (centres undefined)	8	6	-2	0.0	99	1	-3	-1.4	3	5
COc1ccc(C2SCCN2S(=O)(=O)c2ccccc2)cc1 (centres undefined)	10	8	3	0.0	99	2	-8	-2.1	-11	4
C[C@@H](NC(=O)[C@@H]1Cc2ccccc2CN1)C(=O)NC1CCCC1	8	-1	-1	-1.8	101	4	1	-1.7	9	4
COC(=O)c1sc2nc(C)c([N+](=O)[O-])c(C)c2c1N	-11	4	-5	0.1	102	-4	7	2.2	6	-5
Cc1[nH]nc(-c2ccc(O)c(C)c2O)c1-c1cnn(-c2ccccc2)c1	-8	-2	0	-0.4	73	-1	-4	1.5	32	-4
O=C(COC(=O)/C=C/c1ccc(OC(F)F)cc1)NC1CCCCC1	4	1	-5	0.0	98	-2	-10	-0.6	1	0
CC(=O)c1cc2cc(O)ccc2o1	0	4	0	-1.5	x	0	-9	0.0	2	-3
Cc1ccc2nc(C)c(C(=O)NN=C3CCCCCC3)n2c1	18	x	-5	-1.6	102	0	4	-3.5	7	-8
c1ccc(-c2cn(C[C@H]3CC[C@H](Cn4cc(-c5ccccn5)nn4)O3)nn2)nc1	16	-2	-8	-1.0	98	-5	-7	-2.8	-13	1
CN(Cc1cc([N+](=O)[O-])ccc1Cl)C(=O)C[n+]1ccccc1	13	-1	-3	0.0	98	0	-6	-2.7	-6	0
Cc1ccc(C(=O)Nc2cc(Cl)ccc2-n2cncn2)s1	13	1	1	-0.5	100	1	-9	-2.5	22	2
CC1CCN(CCC(=O)Nc2ccc(Br)cc2)CC1	0	x	-6	-1.2	113	3	4	0.1	15	3
(listing goes on)
SMILES	MOR-DOR inv ag	Wnt bcat act	Keap1 Nrf2 FP	LANA DNA inh	Pemphigus Ab inh	V-ATPase pH	Cardiac RTF inh	MOR-DOR ag	Arr AP2 block	cardiac RTF act
Clc1ccc(-c2cn3cc(Cl)ccc3n2)cc1	-7	21	-2	1.2	94	-3	-4	1.2	6	4
CCN1C[C@@H]2[C@@H]3C(=O)N(C)C(=O)[C@@H]3[C@](CC)(C(=O)OC)N2C1=NCc1ccccc1	18	-3	0	-0.4	103	-3	-4	-3.9	3	0
O=C(CSc1n[nH]c(-c2ccc(Cl)cc2Cl)n1)Nc1ccccn1	-6	x	-2	-0.8	102	1	7	0.9	4	1
CCOC(=O)N1CCN(c2c(N3CCOCC3)c(=O)c2=O)CC1	5	-3	3	-1.2	96	-3	-6	-1.0	8	-4
COc1ccc(CC(=O)N2CCC(n3nccc3NC(=O)C3CC3)CC2)cc1	8	1	5	0.8	x	1	-1	-1.6	-6	-4
Oc1ccc(C(=S)N2CCN(c3cccc(Cl)c3)CC2)cc1	-50	0	-3	-7.0	107	4	-5	9.8	4	10
C/C(=N\OCC(=O)N/N=C/c1ccc(C)cc1O)c1cccs1	1	-3	-3	0.8	102	-2	-12	-0.1	7	-4
CCSc1ccccc1C(=O)N1CCC2(CC1)CC(=O)c1ccccc1O2	10	-2	1	0.7	101	1	0	-1.5	-7	6
CCCCN(C)C(=O)CCC(=O)Nc1ccc2nc(N3CCOCC3)cc(C)c2c1	6	3	-5	-0.3	x	-5	-7	-1.2	5	1
COc1ccccc1NC(=O)CCCc1c[nH]c2ccccc12	2	-1	-3	-0.8	103	-3	-10	-0.4	6	3
Cc1cccc(Nc2ncnc3ccccc23)c1	4	47*	-3	-1.1	75	0	-8	-0.7	-5	-10
C[C@@H](NC(=O)C(=O)c1c[nH]c2ccccc12)c1ccccc1	-14	-2	-6	2.1	65	1	-2	2.6	6	6
COc1cc(OC)cc(C(=O)NNC(=O)c2ccc(S(=O)(=O)N(C)c3ccccc3OC)cc2)c1	5	-3	1	-1.2	101	2	-2	-1.0	-5	-4
O=C(CN1CCN(c2ccccc2F)CC1)c1c[nH]c2ccc(F)cc12	8	x	-2	2.3	x	-2	-4	-1.6	15	-1
O=C1CC(NNc2ccccc2)C(=O)N1c1ccccc1 (centres undefined)	20	11	-4	-0.8	93	0	-3	-4.0	-8	1
CCCCn1c(-c2sccc2C)n[nH]c1=S	10	0	-2	-0.4	98	-2	1	-1.7	24	1
O=C(O)CCC(=O)Nc1ccccc1C(=O)N1CCN(c2ccc(Cl)cc2)CC1	13	-7	-5	-0.3	105	-2	-6	-2.5	-11	0
Cc1onc(-c2ccccc2)c1C1=N/C(=C\c2ccccc2F)C(=O)O1	5	-4	1	0.7	84	0	4	-1.1	5	0
Cc1nc(N)nc(-c2ccccc2O)n1	7	x	-2	-0.4	103	-5	-3	-1.1	1	5
Cn1c(=O)[nH]c(=O)c2c1nc(N1CCCCC1)n2CC(O)CN1CCCCC1 (centres undefined)	-4	x	-3	-1.2	x	-1	-11	0.6	5	-6

Screens: PubChem BioAssay, several laboratories
